D1 antag = Antagonist of Human D 1 Dopamine Receptor: qHTS; activity change, negative = inhibition, % at 10 µM; D(1A) dopamine receptor (Homo sapiens), P21728; AID 504652, 2011; 360,000 tested, 3.2% active; HEK293 TREx D1 cells, calcium flux, dopamine EC80; hits give low values; in the data active = activity change below about -30%; note: % is set by controls: 0 for no effect and ±100 for the full control effect
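After overnight tetracycline induction at 30 C, force-coupled D1 HEK293 cells took up a no-wash calcium dye at room temperature. Compounds were added and monitored 180 s, and the response to EC80 dopamine was then recorded.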
D1 potentiator = Potentiators of Human D1 Dopamine Receptor: qHTS | D(1A) dopamine receptor (Homo sapiens), P21728 | HEK293 TREx D1 cells, calcium flux, dopamine EC20 potentiation | potentiation, % at 10 µM | 360,000 tested, 0.036% active | AID 504651, 2011; in the data active = potentiation above about 30%; note: 0% is about no effect
D1 agonist = Allosteric Agonists of the Human D1 Dopamine Receptor: qHTS. HEK293 T-REx D1 cells, calcium flux, agonist mode. activation, % at 2 µM. 360,000 tested, 1% active. AID 504660, 2011; in the data active = activation above about 30%; note: 0% is about no effect
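Inducible HEK293 T-REx D1 cells, force-coupled to calcium signalling, were plated at 4000 cells/well with tetracycline and held overnight at 30 C. After no-wash calcium dye loading, compound-evoked calcium rise over 180 s flagged agonists.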
RXFP1 ag = qHTS Assay for Agonists of the Relaxin Receptor RXFP1; Potency, µM (top dose mostly 57.5 µM), for the others: at the highest dose activation, usual class: activators; HEK293T-RXFP1 cAMP TR-FRET, 30 min; response scale: percent of porcine relaxin response, buffer zero; AID 2676, 2010; Relaxin receptor 1 (Homo sapiens), Q9HBX9; 370,000 tested, 0.3% active; active = well fitted activation curve with a large enough effect; inconclusive = small, poorly fitted or top-dose-only effect; note: potency is the fitted concentration of half-maximal effect; % is set by controls: 0 for no effect and ±100 for the full control effect; nearly all actives have a fitted effect of over 60% in size; many of its hits are not listed in these tables
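Agonist response is measured as cAMP accumulation in an RXFP1-transfected HEK293T line under PDE4 inhibition. Values are scaled between buffer-only and 29 nM porcine relaxin, and EC50s come from standard Hill equation fits.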
TRHR enhancer = qHTS for Small Molecule Agonists and Allosteric Enhancers of Human TRH Receptor: Primary Screen for Enhancers | TRHR cells, fluo-8 calcium fluorescence, EC20 TRH enhancement | enhancement, % at 2 µM | 360,000 tested, 0.66% active | Thyrotropin-releasing hormone receptor (Homo sapiens), P34981 | AID 493056, 2011; in the data active = enhancement above about 30%; note: 0% is about no effect
Target sequence (P34981 whole entry, looked up): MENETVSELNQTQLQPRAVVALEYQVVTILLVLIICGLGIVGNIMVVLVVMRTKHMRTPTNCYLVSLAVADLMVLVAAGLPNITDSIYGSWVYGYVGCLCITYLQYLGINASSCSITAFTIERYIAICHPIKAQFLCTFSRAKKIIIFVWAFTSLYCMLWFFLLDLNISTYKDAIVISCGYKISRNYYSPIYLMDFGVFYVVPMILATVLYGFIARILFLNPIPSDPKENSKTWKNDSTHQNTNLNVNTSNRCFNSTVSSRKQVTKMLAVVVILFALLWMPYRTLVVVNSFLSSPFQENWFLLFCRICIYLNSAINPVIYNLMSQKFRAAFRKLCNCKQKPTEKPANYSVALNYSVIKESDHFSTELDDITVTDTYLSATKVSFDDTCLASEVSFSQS
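TRHR-expressing cells loaded with fluo-8 calcium dye were read kinetically (ex 480/em 530) during compound addition, then stimulated with an EC20 of TRH (10 nM final). Enhancement of the Gq-mediated intracellular calcium response was scored.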
RXFP1 antagonist = qHTS Assay for Antagonists of the Relaxin Receptor RXFP1; Relaxin receptor 1 (Homo sapiens), Q9HBX9; HEK293-RXFP1, relaxin-stimulated cAMP HTRF, 30 min; hits give low values; activity change, negative = inhibition, % at 57.5 µM; 350,000 tested, 0.59% active; AID 1259400, 2018;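 active = activity change of -60% or lower, but not beyond a set lower limit; inconclusive = change between -60% and -40%, or beyond the set limit; inactive = change above -40%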; note: % is set by controls: 0 for no effect and ±100 for the full control effect
D2 ag = HTS Assay for Allosteric Agonists of the Human D2 Dopamine Receptor: Primary Screen for Agonists; D(2) dopamine receptor (Homo sapiens), P14416; 340,000 tested, 0.53% active; HEK293 T-REx D2 cells, calcium flux agonist mode; activation, % at 2 µM;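 active = activation over 3 SD above normal in the single-dose calcium agonist read, cut at about 30% in these data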; note: 0% is about no effect
Target sequence (P14416 whole entry, looked up): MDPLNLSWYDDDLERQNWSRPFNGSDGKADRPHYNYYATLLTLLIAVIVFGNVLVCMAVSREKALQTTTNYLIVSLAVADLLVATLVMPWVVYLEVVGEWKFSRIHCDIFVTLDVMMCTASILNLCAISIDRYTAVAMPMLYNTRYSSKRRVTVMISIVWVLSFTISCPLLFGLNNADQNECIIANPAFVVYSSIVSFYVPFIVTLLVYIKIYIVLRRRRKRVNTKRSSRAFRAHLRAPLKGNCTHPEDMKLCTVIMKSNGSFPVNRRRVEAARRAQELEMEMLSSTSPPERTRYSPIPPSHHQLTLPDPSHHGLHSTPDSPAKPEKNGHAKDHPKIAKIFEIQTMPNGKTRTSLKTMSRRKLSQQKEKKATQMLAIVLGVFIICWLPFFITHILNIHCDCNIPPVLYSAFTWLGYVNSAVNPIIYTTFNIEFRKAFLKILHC
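HEK293 Trex D2 cells, tetracycline-induced, o/n 30 C 5% CO2; no-wash Ca dye, RT 30–90 min; 10-cycle baseline, 23 nl cpd added, kinetic Ca read 180 s; agonist hits = positive Ca response.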
D2 PAM = HTS Assay for Positive Allosteric Modulators of the Human D2 Dopamine Receptor: Primary Screen for Potentiators; D(2) dopamine receptor (Homo sapiens), P14416; HEK293 T-REx D2, calcium flux, EC20 dopamine potentiation; 340,000 tested, 0.34% active; potentiation, % at 10 µM;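 active = potentiation over 3 SD above the plate norm, cut at about 30% in these data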; note: 0% is about no effect
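Using a no-wash calcium dye in inducible, force-coupled HEK293 Trex cells expressing D2, we tracked fluorescence each second for 180 s after compound, then for 180 s after EC20 dopamine to detect augmented signalling.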
D2 antagonist = HTS Assay for Allosteric Antagonists of the Human D2 Dopamine Receptor: Primary Screen for Antagonists. inhibition, % at 10 µM. 340,000 tested, 2% active. HEK293 TREx D2 cells, calcium flux, dopamine EC80; in the data active = inhibition above about 30%; note: 0% is about no effect
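Read-out: kinetic calcium fluorescence (1 cycle/s) in inducible HEK293 T-REx D2 cells after an EC80 dopamine addition that followed 180 s compound preincubation. Loss of the dopamine response indicates antagonism.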
* hit, by the source's call. An excerpt. The share of hits here may be higher or lower than overall.

Screening Cn1c(=O)c2c(nc(SCC(=O)NCC3CCCO3)n2Cc2ccc(F)cc2)n(C)c1=O (stereo not given) returned D1 antag -2, D1 potentiator -2, D1 agonist 9, RXFP1 ag 1.1%, TRHR enhancer -3, RXFP1 antagonist 15, D2 ag 0.1, D2 PAM 6 and D2 antagonist -1.
For COc1ccc(COC(=O)C2=C(C)NC(=O)NC2c2cccc(Br)c2)cc1 (stereo not given) the results were D1 antag -8, D1 potentiator -5, D1 agonist 5, RXFP1 ag 1.7%, TRHR enhancer -3, RXFP1 antagonist -10, D2 ag 0.7, D2 PAM 8 and D2 antagonist -13.
Screening O=C(Nc1cccc(O)c1)c1ccc(NC(=O)c2cccs2)cc1 returned D1 antag -8, D1 potentiator -7, D1 agonist 3, RXFP1 ag -1.4%, TRHR enhancer 0, RXFP1 antagonist -21, D2 ag 2.9, D2 PAM 7 and D2 antagonist -2.
Cc1ccc(N=C2NC(=O)S/C2=C\c2ccco2)cc1 was read as D1 antag -36*, D1 potentiator -8, D1 agonist 9, RXFP1 ag 0.6%, TRHR enhancer 0, RXFP1 antagonist -12, D2 ag -1.2, D2 PAM -5 and D2 antagonist 8.
CCCC(CCC)C(=O)Oc1cc(C)[nH]c(=O)c1[N+](=O)[O-] was read as D1 antag -10, D1 potentiator -7, D1 agonist -3, RXFP1 ag -0.9%, TRHR enhancer -1, RXFP1 antagonist 2, D2 ag 0.4, D2 PAM -2 and D2 antagonist 2.
Screening COc1ccc(OC)c(-c2cc(C(=O)N3CCCc4ccccc43)no2)c1 returned D1 antag 7, D1 potentiator 15, D1 agonist 7, RXFP1 ag 0.1%, TRHR enhancer -17, RXFP1 antagonist -11, D2 ag 1.4, D2 PAM 8 and D2 antagonist -7.
CC(C)N1CCC(=NNc2ccc(S(=O)(=O)N3CCOCC3)cc2[N+](=O)[O-])CC1 was read as D1 antag 12, D1 potentiator -6, D1 agonist -2, RXFP1 ag 0.1%, TRHR enhancer -5, RXFP1 antagonist 0, D2 ag -0.3, D2 PAM -6 and D2 antagonist 10.
For O=C(CCn1cccc1)Nc1cc(F)ccc1F the results were D1 antag -4, D1 potentiator -6, D1 agonist 1, RXFP1 ag -0.3%, TRHR enhancer 3, RXFP1 antagonist -4, D2 ag -0.2, D2 PAM 1 and D2 antagonist 3.
`Cc1c(Br)c([N+](=O)[O-])nn1CC(=O)NCc1cccnc1` gave D1 antag -4, D1 potentiator -4, D1 agonist 2, RXFP1 ag -1.5%, TRHR enhancer 7, RXFP1 antagonist 8, D2 ag -1.9, D2 PAM -6 and D2 antagonist -12.
`COc1ccc(NC(=O)C(Cl)=C(Cl)Cl)cn1` gave D1 antag -10, D1 potentiator -5, D1 agonist 1, RXFP1 ag 2.8%, TRHR enhancer 0, RXFP1 antagonist -3, D2 ag 1.2, D2 PAM -3 and D2 antagonist -7.
Screening COc1cc(OC)cc(C(=O)NC(C(=O)NNC(=O)c2ccc(C)cc2)C(C)C)c1 (stereo not given) returned D1 antag 15, D1 potentiator 5, D1 agonist 1, RXFP1 ag 0.1%, TRHR enhancer 6, RXFP1 antagonist 14, D2 ag -1.2, D2 PAM 9 and D2 antagonist 1.
COc1cccc(C(=O)COC(=O)c2cc(-c3cccs3)nc3ccccc23)c1 was read as D1 antag -11, D1 potentiator 0, D1 agonist 12, RXFP1 ag 8.3%, TRHR enhancer -9, D2 ag 2.8 and D2 PAM -11.
O=C(Nc1ccnn1C1CCN(C(=O)c2ccc(F)cc2)CC1)C1CCOC1 (stereo not given) was read as D1 antag 5, D1 potentiator -1, D1 agonist 2, RXFP1 ag -0.5%, TRHR enhancer -3, RXFP1 antagonist -5, D2 ag -0.3, D2 PAM 3 and D2 antagonist -6.
`Cc1cccc(C)c1NC(=O)C1CCCNC1` (stereo not given) gave D1 antag -8, D1 potentiator -2, D1 agonist 0, RXFP1 ag -0.3%, TRHR enhancer 7, RXFP1 antagonist 3, D2 ag 0.4, D2 PAM -20 and D2 antagonist 12.
O=C(c1ccncc1)c1ccc(N2CCN(C3CC(=O)N(Cc4ccccc4)C3=O)CC2)cc1 (stereo not given) was read as D1 antag -18, D1 potentiator 5, D1 agonist 1, RXFP1 ag 2.0%, TRHR enhancer 0, RXFP1 antagonist -7, D2 ag 2.7, D2 PAM 17 and D2 antagonist -5.

Not a retest: an excerpt of the list.
Screening COc1cc(OC)cc(C(=O)NC(C(=O)NNC(=O)c2ccc(C)cc2)C(C)C)c1 (stereo not given) returned D1 antag 15, D1 potentiator 5, D1 agonist 1, RXFP1 ag 0.1%, TRHR enhancer 6, RXFP1 antagonist 14, D2 ag -1.2, D2 PAM 9 and D2 antagonist 1.
COc1cccc(C(=O)COC(=O)c2cc(-c3cccs3)nc3ccccc23)c1 was read as D1 antag -11, D1 potentiator 0, D1 agonist 12, RXFP1 ag 8.3%, TRHR enhancer -9, D2 ag 2.8 and D2 PAM -11.
O=C(Nc1ccnn1C1CCN(C(=O)c2ccc(F)cc2)CC1)C1CCOC1 (stereo not given) was read as D1 antag 5, D1 potentiator -1, D1 agonist 2, RXFP1 ag -0.5%, TRHR enhancer -3, RXFP1 antagonist -5, D2 ag -0.3, D2 PAM 3 and D2 antagonist -6.
`Cc1cccc(C)c1NC(=O)C1CCCNC1` (stereo not given) gave D1 antag -8, D1 potentiator -2, D1 agonist 0, RXFP1 ag -0.3%, TRHR enhancer 7, RXFP1 antagonist 3, D2 ag 0.4, D2 PAM -20 and D2 antagonist 12.
O=C(c1ccncc1)c1ccc(N2CCN(C3CC(=O)N(Cc4ccccc4)C3=O)CC2)cc1 (stereo not given) was read as D1 antag -18, D1 potentiator 5, D1 agonist 1, RXFP1 ag 2.0%, TRHR enhancer 0, RXFP1 antagonist -7, D2 ag 2.7, D2 PAM 17 and D2 antagonist -5.

(continued)
`CC(On1nnc2ccccc21)C(=O)N1CCN(Cc2ccccc2)CC1` (stereo not given) gave D1 antag -9, D1 potentiator -2, D1 agonist 0, RXFP1 ag 2.9%, TRHR enhancer 1, RXFP1 antagonist 4, D2 ag 0.5, D2 PAM -3 and D2 antagonist -2.
CCOC(=O)/C(C#N)=C/NC(=O)NC(C)(C)C was read as D1 antag 3, D1 potentiator -3, D1 agonist 3, RXFP1 ag 0.3%, TRHR enhancer 1, RXFP1 antagonist -6, D2 ag -0.8, D2 PAM 4 and D2 antagonist 3.
`CN1CC=C2C(C#N)=C(N)C(C#N)(C#N)C(c3ccsc3)C2C1` (stereo not given) gave D1 antag 3, D1 potentiator 0, D1 agonist 9, RXFP1 ag 1.5%, TRHR enhancer 6, RXFP1 antagonist -10, D2 ag 1.1, D2 PAM -4 and D2 antagonist 3.
CC(=O)Nc1ccc(S(=O)(=O)N2c3ccccc3NC(=O)CC2C)c(Cl)c1 (stereo not given) was read as D1 antag 12, D1 potentiator -3, D1 agonist 4, RXFP1 ag 0.0%, TRHR enhancer 5, RXFP1 antagonist -7, D2 ag 1.8, D2 PAM 1 and D2 antagonist -10.
For CCC(C)NC(=O)c1cc(Sc2cccc(Cl)c2)nc2ccccc12 (stereo not given) the results were D1 antag -61*, D1 potentiator -2, D1 agonist 19, RXFP1 ag inconclusive, TRHR enhancer 13, RXFP1 antagonist 14, D2 ag -0.2 and D2 PAM 6.
`COc1cc(NC(=O)c2ccccc2Cl)ccc1NC(=O)c1cccs1` gave D1 antag -1, D1 potentiator -5, D1 agonist 5, RXFP1 ag -0.3%, TRHR enhancer -6, RXFP1 antagonist 11, D2 ag -0.3, D2 PAM 2 and D2 antagonist 7.
Screening COc1ccc(C2CC2/C(=N/OC(=O)c2cccs2)c2ccccc2)cc1 (stereo not given) returned D1 antag -16, D1 potentiator -6, D1 agonist 11, RXFP1 ag -0.3%, TRHR enhancer -3, RXFP1 antagonist -18, D2 ag 1.7, D2 PAM -3 and D2 antagonist 3.
`CCOC(=O)Cc1csc(NC(=O)c2ccc(N3CCOCC3)cc2[N+](=O)[O-])n1` gave D1 antag -2, D1 potentiator 1, D1 agonist 5, RXFP1 ag -0.3%, TRHR enhancer -1, RXFP1 antagonist -14, D2 ag 0.6, D2 PAM -6 and D2 antagonist -1.
`CCOC(=O)Cc1csc(SCC(=O)NC2CCCCC2)n1` gave D1 antag -14, D1 potentiator -3, D1 agonist 1, RXFP1 ag 2.1%, TRHR enhancer 10, RXFP1 antagonist 3, D2 ag -0.3, D2 PAM -7 and D2 antagonist -6.
`CCOC(=O)c1c(/N=C/c2cc([N+](=O)[O-])ccc2O)sc(C)c1C` gave D1 antag -16, D1 potentiator -10, D1 agonist -2, RXFP1 ag -1.2%, TRHR enhancer -6, RXFP1 antagonist -20, D2 ag -0.9, D2 PAM -3 and D2 antagonist -25.
`O=C(COC(=O)c1ccc(NS(=O)(=O)c2ccc(F)c(F)c2)cc1)NCC1CCCO1` (stereo not given) gave D1 antag 5, D1 potentiator -4, D1 agonist -1, RXFP1 ag 1.6%, TRHR enhancer 2 and RXFP1 antagonist 1.
For CC1CCN(Cc2ccc(NC(=O)C3CCN(c4nnc(-n5cccc5)s4)CC3)cc2)CC1 the results were D1 antag 3, D1 potentiator -3, D1 agonist 4, RXFP1 ag 1.2%, TRHR enhancer 3, D2 ag 1.2, D2 PAM 6 and D2 antagonist -6.
`Cn1cc(C(=O)c2cccc(Cl)c2Cl)cc1C#N` gave D1 antag -26, D1 potentiator -3, D1 agonist 1, RXFP1 ag -3.2%, TRHR enhancer -1, RXFP1 antagonist 10, D2 ag 0.5, D2 PAM 12 and D2 antagonist 11.
For Cc1ccccc1NS(=O)(=O)c1ccc(C(=O)N2CCC2)cc1 the results were D1 antag -63*, D1 potentiator 5, D1 agonist -1, RXFP1 ag 0.0%, TRHR enhancer 14, RXFP1 antagonist -10, D2 ag 0.2, D2 PAM -4 and D2 antagonist -1.
